OX1R antag-1: antagonists of human orexin 1 receptor (OX1R); O43613; OX1R-expressing cells, FRET antagonist read-out; inhibition, % at 6.6 µM; hit rate 1.8% among 330,000; AID 485270; in the data active means inhibition mostly above about 38%, no sharp cut-off; inactive means mostly below about 40%;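 further: 0% = agonist challenge alone and 100% = reference antagonist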
Target sequence (O43613 whole entry, looked up): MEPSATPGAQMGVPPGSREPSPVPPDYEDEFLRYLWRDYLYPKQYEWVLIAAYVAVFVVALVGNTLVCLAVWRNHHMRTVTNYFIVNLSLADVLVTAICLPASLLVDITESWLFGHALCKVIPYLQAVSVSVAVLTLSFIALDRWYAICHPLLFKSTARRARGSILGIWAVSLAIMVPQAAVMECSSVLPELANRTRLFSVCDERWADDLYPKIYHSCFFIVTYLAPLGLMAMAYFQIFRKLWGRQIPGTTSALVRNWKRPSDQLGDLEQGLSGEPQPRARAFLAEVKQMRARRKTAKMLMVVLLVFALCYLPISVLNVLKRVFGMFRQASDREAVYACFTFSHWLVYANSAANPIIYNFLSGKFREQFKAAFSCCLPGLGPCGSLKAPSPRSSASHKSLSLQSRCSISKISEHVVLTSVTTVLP
OX1R antag-2: antagonists of human orexin 1 receptor; CHO/OX1R cells, Fluo-8 calcium fluorescence, orexin A; hit rate 0.43% among 330,000; O43613; AID 434989; inhibition, % at 5 µM;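 active means inhibition above its plate's threshold, mean inhibition of all tested compounds on the plate plus 3 SD, cut at about 37% in these data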;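 further: 0% = orexin A challenge wells and 100% = SB-334867-A antagonist wells; not every result past the cut was called active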
STK33 inh: blocks human STK33 kinase activity | Q9BYT3 | purified STK33, MBP phosphorylation, ADP-Glo luminescence | inhibition, % at 10 µM | hit rate 0.073% among 320,000 | AID 2661;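 active means inhibition at or above 25%, using the most active replicate where run in duplicate; inactive means inhibition below 25%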
Target sequence (Q9BYT3 whole entry, looked up): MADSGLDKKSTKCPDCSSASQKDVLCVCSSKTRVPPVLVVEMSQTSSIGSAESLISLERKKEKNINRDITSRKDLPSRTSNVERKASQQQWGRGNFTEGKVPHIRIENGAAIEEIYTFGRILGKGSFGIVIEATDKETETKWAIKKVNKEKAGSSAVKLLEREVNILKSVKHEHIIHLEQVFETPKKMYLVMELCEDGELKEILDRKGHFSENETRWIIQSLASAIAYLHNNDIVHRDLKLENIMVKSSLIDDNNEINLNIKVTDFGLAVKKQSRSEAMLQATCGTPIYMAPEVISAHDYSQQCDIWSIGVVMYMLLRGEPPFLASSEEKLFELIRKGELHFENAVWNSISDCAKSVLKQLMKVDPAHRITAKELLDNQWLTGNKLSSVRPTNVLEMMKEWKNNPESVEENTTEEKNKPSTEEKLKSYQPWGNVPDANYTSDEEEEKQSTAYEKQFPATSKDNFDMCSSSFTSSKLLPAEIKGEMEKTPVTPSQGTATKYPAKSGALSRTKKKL
Starred values were filed as active, the others as inactive; / = not tested or not shown.

STK33 inh	OX1R antag-1	OX1R antag-2	mol
-1.7	8.4	-6.3	CCCCCOc1ccc(C2NC(=O)NC2=O)cc1 (configuration not stated)
2.9	16.3	-10.1	COc1cccc(C(=O)O[C@H]2[C@H](C)NS(=O)(=O)[C@H]3C[C@@H]4C=C[C@]23O4)c1
-1.4	7.8	-11.7	Nc1c(Cl)ncnc1N1CCOCC1
-1.4	33.0	-21.6	COc1ccc(-n2nc3c(c2NC(=O)COc2ccccc2F)CS(=O)(=O)C3)cc1
-2.2	11.5	-10.5	Cc1ccc(S(=O)(=O)/C(C#N)=C/c2c(Oc3ccc(Cl)cc3)nc3c(C)cccn3c2=O)cc1
-0.9	26.8	-15.3	O=C(c1ccc(F)cc1)C1CCN(C(=O)Nc2ccc(F)cc2)CC1
-0.1	8.4	-1.8	S=c1nc(-c2ccc(Br)cc2)oc2c1CCCC2
-0.8	23.2	-22.6	CCN1CCN(Cc2ccc(NC(=O)Nc3cccs3)cc2)CC1
-1.1	12.8	14.4	O=C(NCCN1CCOCC1)c1ccc(/C=C2\Sc3ccccc3N(Cc3ccccc3F)C2=O)cc1
-0.6	7.0	-1.1	Cc1ccc(C)c(C(=O)CSc2n[nH]c(C)n2)c1
0.1	16.1	-13.6	C=CCC(C#Cc1ccccc1)[N+](C)(C)CC=C (configuration not stated)
-1.3	7.6	-24.1	CCOC(=O)C1(C)C=C(Nc2ccc(OC)cc2)C(=O)N1c1ccc(OC)cc1 (configuration not stated)
4.8	4.8	-21.0	Cc1ccc(C(C)NC(=O)c2cc3ccccc3oc2=O)cc1C (configuration not stated)
1.7	8.5	-24.0	Cc1nc(N2CCN(C)CC2)c2sc(=S)n(-c3ccccc3)c2n1
-0.1	18.4	3.6	CC(=O)Nc1ccc(Oc2cc(N)cc([N+](=O)[O-])c2)cc1
0.8	6.6	2.4	CCOc1ccc(C(=O)Nc2ccc(-c3cc4ccccc4oc3=O)c(C)c2)cc1[N+](=O)[O-]
0.9	5.9	-22.0	COc1ccc(C(=O)NC2CCN(C(=S)Nc3ccc(C)c(C)c3)CC2)cc1
-1.8	15.2	-0.2	Cc1nnc(NC(=O)CSc2ccc3nnc(-c4ccccn4)n3n2)s1
1.4	90.2*	-18.3	CN(C(=O)COC(=O)/C=C/c1cccc([N+](=O)[O-])c1)C1CCS(=O)(=O)C1 (configuration not stated)
/	13.5	7.4	CCOC(=O)C1=CN(Cc2cccc(-c3ccc(F)cc3)c2)S(=O)(=O)N(C)C1C (configuration not stated)
-0.1	3.2	1.3	COc1ccc(C(=O)CSc2nnc(CNC(=O)c3ccccc3)n2C)cc1
-2.2	4.6	-12.8	CC(C)OCCCNS(=O)(=O)c1ccc2ccccc2c1
0.3	-0.6	-12.1	Cc1cc(NC(=O)c2ccc(Cl)c(S(=O)(=O)N3CCCCC3)c2)no1
-0.9	21.4	-30.8	CCOC(=O)N1CCN(S(=O)(=O)c2cc(OCC)ccc2OCC)CC1
-0.2	20.9	-24.6	Cc1ccc(N2C(=O)C(NC(=O)c3ccccc3F)(C(F)(F)F)C3=C2CC(C)(C)CC3=O)cc1 (configuration not stated)
-0.8	20.1	-5.2	CCOc1ccc(C(C(=O)NCC2CCCO2)N(C(=O)c2snc(C(N)=O)c2N)c2ccc(F)cc2)cc1 (configuration not stated)
1.2	21.7	-5.7	Fc1ccccc1C(c1nnnn1Cc1ccc2c(c1)OCO2)N1CCN(Cc2ccccc2)CC1 (configuration not stated)
1.1	25.0	-1.4	Cn1nnnc1SCC(=O)NC(=O)c1cccc([N+](=O)[O-])c1
1.6	15.2	-28.5	Nc1nccc(-c2cc(-c3ccc(Cl)cc3Cl)no2)n1
-1.4	6.2	-8.1	CCCCN(C(=O)C1COc2ccccc2O1)c1c(N)n(CCC)c(=O)[nH]c1=O (configuration not stated)
-2.1	83.7*	8.6	CSc1nc2ccc(NC(=O)c3cc4ccccc4o3)cc2s1
-0.6	7.5	-25.4	O=C(CCN1CCN(c2ccccc2)CC1)N/N=C/c1ccccc1OC(F)F
2.6	22.7	-20.6	CCCc1cc(=O)[nH]c(SCC(=O)N2C(C)CCCC2C)n1 (configuration not stated)
5.9	11.5	-18.2	CN1CCc2c(sc(NC(=O)C3COc4ccccc4O3)c2C(N)=O)C1 (configuration not stated)
1.0	-1.1	-43.0	COC(=O)c1c(-c2ccc(C)cc2)csc1NC(=S)NC(=O)c1cc(OC)cc(OC)c1
4.6	-2.5	-25.1	Cc1cccc(/C=C2/Sc3ccc(C(=O)NCCN4CCCC4)cc3NC2=O)c1
-3.5	10.5	-16.7	CC(=O)N1C(O)CC(C)N1c1ccccc1 (configuration not stated)
0.6	10.5	-5.4	Cc1ccc(N=C(N)N=C(N)N)c(C)c1
-0.7	31.0	2.2	CCOc1cc(/C=C2\SC(=O)N(c3ccc(O)cc3)C2=O)ccc1O
-0.7	9.6	-25.3	CC(C)C1Oc2ccccc2N(CC(=O)N(Cc2ccccn2)CC2CCCO2)C1=O (configuration not stated)
0.3	5.2	-12.7	Cc1cccc(NC(=S)N/N=C/c2cccc(O)c2)c1C
-0.5	10.2	-9.8	Cc1ccn2c(=O)nc(SCC(=O)OCc3ccccc3)nc2c1
6.1	35.7	-12.1	c1ccc2c(N3CCOCC3)nc(-c3ccncc3)nc2c1
-0.9	8.6	-16.7	Cc1nnc(NC(=O)CSc2nnc(C)n2Cc2ccccc2)s1
-0.9	26.2	-5.2	CCc1ccc(Nc2nnc(SCC(=O)Nc3sccc3C(N)=O)s2)cc1
-3.0	6.6	-4.3	O=C(/C=C/c1cccc(F)c1)OCC(=O)c1ccc[nH]1
-0.8	24.3	-14.5	C#Cc1ccc([C@H]2C=C(C(=O)N3CCN(Cc4ccc5c(c4)OCO5)CC3)O[C@@H](OCC)[C@@H]2CCCO)cc1
-0.8	8.6	-13.9	CCCCc1ccc(S(=O)(=O)N/N=C(/C)c2ccncc2)cc1
0.3	31.0	-19.8	CSc1ccc(NC(=O)c2cccnc2)cc1C#N
0.0	5.4	-17.9	Cc1ccn(CC(=O)NC2CC(C)(C)Cc3c2cnn3-c2ccc(F)cc2)n1 (configuration not stated)

More compounds.
STK33 inh	OX1R antag-1	OX1R antag-2	mol
-1.6	14.1	-17.8	CC(=O)CCSc1nnc(-c2cccc(S(=O)(=O)N3CCOCC3)c2)o1
-0.4	11.7	0.1	COC(=O)c1ccc(C(=O)OC)c(NC(=S)N2CCN(c3cc(Cl)ccc3C)CC2)c1
/	20.1	-22.6	COc1ccc(NC(=O)CN(c2cc(C)cc(C)c2)S(=O)(=O)c2c(C)n[nH]c2C)cc1
0.5	-9.2	-25.1	CCN(C(=O)Cn1c(=O)oc2ccccc21)c1ccc(C)c(C)c1
1.3	26.7	-19.1	COc1ccc(/C=N/Nc2cc(C)nc3c(C)cccc23)cc1
0.5	42.9	-31.1	O=C(OCc1ccc(Cl)cc1Cl)c1ccncc1
0.5	13.2	-5.5	Cc1ccc(Cl)cc1NC(=O)C1CCCCC1C(=O)O (configuration not stated)
-0.5	22.6	19.6	Cc1cc(/C=N/n2cnnc2)c(C)n1-c1ccc(OCc2ccccc2F)cc1
-1.4	20.5	-6.0	C#CCN1C(=O)S/C(=C\c2ccc(N3CCOCC3)cc2C)C1=O
0.3	12.7	-22.1	COC(=O)C1=C(C)N(c2ccc(OC)cc2)C(C)=C(C(=O)OC)C1c1ccc(OC)cc1
-0.2	23.4	-12.6	CCCCn1c(N)c(NCCC)c(=O)[nH]c1=O
-0.1	4.7	-1.1	CC(=O)Oc1cc(C(=O)OCC(=O)N2CCc3ccccc3C2)cc(OC(C)=O)c1OC(C)=O
0.4	5.1	-11.6	Cc1ccc(-c2c[n+](Cc3ccc(Cl)cc3)c3n2CCC3)cc1
0.4	8.2	-7.1	CCCOc1nc2c(c(=O)n(C)c(=O)n2C)n1C
-1.1	0.6	-10.8	COc1ccc(/C=C(\NC(=O)c2ccccc2)C(=O)NCCC(=O)O)cc1
0.0	13.9	-40.1	Cc1ccc(CN2CCN(CC(=O)NC(C)c3ccc4c(c3)OCCO4)C2=O)cc1 (configuration not stated)
5.1	13.8	-24.5	CCOC(=O)N1CCC(NC(=O)c2cc(C(=O)Nc3cccc(C(F)(F)F)c3)ccc2CO)CC1
-1.4	11.8	-11.9	CCN(CC)S(=O)(=O)c1ccc2oc(C(=O)NCCCN3CCOCC3)c(C)c2c1
-0.1	6.0	-7.8	O=C(c1cccnc1)N1CCN(c2ccccc2Cl)CC1
/	9.4	-9.3	CCOC(=O)C1=CN(Cc2cccc(Br)c2)S(=O)(=O)NC1C (configuration not stated)
-1.9	4.5	-14.9	CC(C)CNC(=O)C(=O)NCCC1CCCCN1S(=O)(=O)c1cccs1 (configuration not stated)
0.1	7.2	-17.8	Cc1onc(-c2ccccc2)c1C(=O)Nc1ccccc1C#N
0.6	9.2	-2.0	O=[N+]([O-])c1ccccc1OCCOCCOc1cccc2cccnc12
-0.3	13.0	-12.2	COc1ccc(CS(=O)(=O)c2ncn[nH]2)cc1
-0.7	2.8	0.9	C[C@H](CO)N1C[C@H](C)[C@@H](CN(C)Cc2ccc(C(=O)O)cc2)Oc2c(NS(=O)(=O)c3cccs3)cccc2C1=O

The list goes on, starting with the last three of the part before.
STK33 inh	OX1R antag-1	OX1R antag-2	mol
0.6	9.2	-2.0	O=[N+]([O-])c1ccccc1OCCOCCOc1cccc2cccnc12
-0.3	13.0	-12.2	COc1ccc(CS(=O)(=O)c2ncn[nH]2)cc1
-0.7	2.8	0.9	C[C@H](CO)N1C[C@H](C)[C@@H](CN(C)Cc2ccc(C(=O)O)cc2)Oc2c(NS(=O)(=O)c3cccs3)cccc2C1=O
-0.4	17.3	-12.5	CC1CN(C(=O)/C(=C/c2ccco2)NC(=O)c2ccccc2)CC(C)O1 (configuration not stated)
9.7	9.4	-18.5	CCC(CO)Oc1cc(NC(=O)c2ccccc2[N+](=O)[O-])c2ncn(C(C)C)c2c1 (configuration not stated)
0.7	16.0	-4.2	O=C(Nc1ccc(F)cc1)C(=O)c1c(O)[nH]c2ccc([N+](=O)[O-])cc12
-1.1	12.2	-13.8	CCOC(=O)C1(Cc2ccccc2)CCN(Cc2cccc(OC)c2O)CC1
-0.9	7.1	-36.7	Cc1ccc2c(c1)C(c1ccccc1)N(C(=O)c1ccc(S(=O)(=O)N3CCOCC3)cc1)CC(=O)N2 (configuration not stated)
-2.9	4.2	-6.7	CCn1c(CC(=O)Nc2ccc(F)cc2)nnc1SCC(=O)NC1CCCC1
-0.3	23.5	-12.2	CCCCNC(=O)CC1N=C2c3ccccc3N=C(SCC(=O)Nc3cccc(C)c3)N2C1=O (configuration not stated)
0.0	24.6	-0.4	CCCCCOCC1CC(C/C(C)=N/NC(N)=S)C(=O)O1 (configuration not stated)
-2.1	18.7	-1.1	O=C(CSc1nc2ccccc2c(=O)n1Cc1ccco1)Nc1cccc(O)c1
-0.5	29.8	-2.8	Cc1cccc(NC(=O)COC(=O)c2ccccn2)c1
-1.2	30.2	-18.9	N#CC(C(=O)Nc1ccc(Cl)c(Cl)c1)=C1Nc2ccccc2N1
-0.1	5.3	-15.2	CC(C)[C@H](NC(=O)c1ccco1)C(=O)NCc1ccccc1
0.0	8.4	-5.5	Cc1nn(C)cc1CNC(=O)c1cnn2c1NC(c1ccc(Br)cc1)CC2C(F)(F)F (configuration not stated)
0.2	12.4	-29.8	Cc1ccc2c(C)nc(Nc3nc(CSc4nnnn4-c4ccccc4)cc(=O)[nH]3)nc2c1
-0.5	11.6	5.1	N#C/C(=C\c1ccc(O)c(O)c1)C(=O)N1CCCC1
-0.6	5.8	-31.6	Cc1noc(/C=C/N(C)C)c1S(=O)(=O)N1CCCC(C(=O)N2CCCCC2)C1 (configuration not stated)
/	6.4	-23.8	CCOc1ccc(CNC(=S)N/N=C/c2ccc(OC)c(OC)c2)cc1
-3.1	8.6	-10.4	CCOC(=O)c1c(C)[nH]c(C(=O)CSc2ccc(Cl)cc2)c1C
-0.6	14.4	-10.5	O=C(COC(=O)C1CC2C=CC1C2)Nc1ccccc1F (configuration not stated)
0.2	13.6	-23.6	O=C(COC(=O)Cc1ccc(Cl)cc1)Nc1ccccc1-c1ccccc1
0.3	7.7	-18.0	COc1ccc(NC(=O)C2CCCN(S(=O)(=O)c3cccnc3)C2)cc1OC (configuration not stated)
-1.4	18.2	-26.9	COc1ccc(N2C(=O)C(Cl)=C(N3CCCC(C)C3)C2=O)cc1 (configuration not stated)

In a second layout: three of the compounds above.
Structure	STK33 inh	OX1R antag-1	OX1R antag-2
CCOC(=O)C1(Cc2ccccc2)CCN(Cc2cccc(OC)c2O)CC1	-1.1	12.2	-13.8
Cc1ccc2c(c1)C(c1ccccc1)N(C(=O)c1ccc(S(=O)(=O)N3CCOCC3)cc1)CC(=O)N2 (configuration not stated)	-0.9	7.1	-36.7
CCn1c(CC(=O)Nc2ccc(F)cc2)nnc1SCC(=O)NC1CCCC1	-2.9	4.2	-6.7

Screening data from PubChem BioAssay.
